GCN5L2 inh: qHTS Assay for Inhibitors of GCN5L2; AID 504327, 2011; Potency, µM (highest dose often 58.9 µM), for the others: at the highest dose activity change, negative = inhibition, hits mostly inhibitors; Histone acetyltransferase KAT2A (Homo sapiens), Q92830; GCN5L2 HAT assay, ThioGlo1 CoA-SH fluorescence; hit rate 0.21% among 390,000
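Fluorescence readout, Ex340nm/Em540nm: ThioGlo1 (50uM final) reacts with free CoA thiol released as 20nM GCN5L2 acetylates H3(1-25) peptide (75uM) using acetyl-CoA (70uM). Compound and enzyme sat 15 min beforehand; 20 min room-temperature reaction.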
FEN1 inhibitor: qHTS Assay for the Inhibitors of Human Flap endonuclease 1 (FEN1). P39748. Recombinant FEN1 flap cleavage, fluorescence, 15 min. Potency, µM (series often up to 114 µM), for the others: at the highest dose activity change, negative = inhibition, most hits filed as inhibitors. hit rate 0.35% among 390,000. AID 588795, 2011; also: nearly all actives have a fitted effect of over 65% in size
Target sequence (P39748 whole entry, looked up): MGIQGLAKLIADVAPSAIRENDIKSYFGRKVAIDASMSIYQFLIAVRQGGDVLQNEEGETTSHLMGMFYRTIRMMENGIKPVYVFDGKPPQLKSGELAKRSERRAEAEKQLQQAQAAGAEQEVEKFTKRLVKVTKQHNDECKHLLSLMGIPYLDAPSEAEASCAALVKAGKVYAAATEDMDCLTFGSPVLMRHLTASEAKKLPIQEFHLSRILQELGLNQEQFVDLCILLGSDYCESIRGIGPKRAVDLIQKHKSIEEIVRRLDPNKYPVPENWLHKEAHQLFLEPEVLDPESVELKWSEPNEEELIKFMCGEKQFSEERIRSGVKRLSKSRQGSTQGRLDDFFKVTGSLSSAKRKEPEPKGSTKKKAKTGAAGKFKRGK
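Nuclease activity of 10 nM FEN1 was measured after 15 min of room-temperature exposure to titrated compounds, by adding 50 nM flap substrate and reading plates at 0 and 15 min.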
TDP1 cell CPT: qHTS for Inhibitors of human tyrosyl-DNA phosphodiesterase 1 (TDP1): qHTS in cells in presence of CPT; chicken DT40 Tdp1-/-;hTDP1 cells + 20 nM CPT, ATP luminescence, 48 h; Potency, µM (doses to about 46.2 µM), without a hit: at the highest dose activity change, negative = growth inhibition, most hits filed as inhibitors; hit rate 12% among 420,000; AID 686979, 2013; also: nearly all actives have a fitted effect of over 55% in size
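Chicken DT40 Tdp1-/- cells complemented with human TDP1, 400 cells/well, exposed to compounds plus 20 nM camptothecin for at least 48 h at 37 C; viability read as ATP content by CellTiter-Glo luminescence.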
* hit, by the source's call; ? = inconclusive; nt = no result given; & = joins results of further samples; [ ] = remark or other dose. Calls follow the shape of the dose curve; as a rule, active = well fitted curve in the direction sought with a large enough effect; inconclusive = small, poorly fitted or top-dose-only effect, or another doubt; inactive = no such curve, though single readings can be large; an effect the other way counts as inactive or inconclusive. % is scaled to controls: 0 for no effect and ±100 for the full control effect; potency is read from the fitted curve at half-maximal effect. A portion of the library; count on the stated rates, not on these rows.

SMILES	GCN5L2 inh	FEN1 inhibitor	TDP1 cell CPT
Fc1ccc(-n2c(CN3CCCCC3)n[nH]c2=S)cc1	2%	13%	1%
Cc1nc(N)c(Br)c(C)c1Br	-1%	7%	-6%
CCOc1ccccc1N(C(=O)CNC(=O)c1ccco1)C(C(=O)NC1CCCC1)c1cccnc1 (stereo not given)	0%	-6%	3%
N#C/C(=C\c1ccc(-c2cccc([N+](=O)[O-])c2)o1)C(=O)NCCN1CCOCC1	-22%	-17%	?
COc1ccc(C2=Nc3ccc(OC(F)(F)F)cc3NC(c3cccnc3)=N2)cc1	-6%	-8%	10µM*
Fc1ccccc1N1CCN(C2CCCN(Cc3cccc(C(F)(F)F)c3)C2)CC1 (stereo not given)	-3%	-2%	?
CCC1Sc2ccc(S(=O)(=O)Nc3ccc(OC)cc3)cc2NC1=O (stereo not given)	-22%	-17%	?
Cc1ccc(NC(=O)CN2C(=O)CSc3ccc(S(=O)(=O)N4CCCC4)cc32)c(C)c1	0%	-12%	-14%
Cc1nc2c(o1)CCc1ccccc1C2N1CCN(C)CC1 (stereo not given)	-5%&-3%	-2%&4%&-1%	7%&-18%&-2%
NNC(=O)COc1ccc2oc3c(c2c1)CCCC3	-1%	2%	-3%
S=c1[nH]nc(-c2cccc(Cl)c2)n1CCN1CCCCC1	2%	4%	3%
COc1ccc(C)cc1NS(=O)(=O)c1cc(Br)cc2c1N(C(C)=O)C(C)C2 (stereo not given)	-4%	-16%	?
CCCCn1c(N)c(N(CC(C)C)C(=O)CC2CCCCC2)c(=O)[nH]c1=O	0%	-1%	-2%
CCCCC(=O)OCC(=O)c1[nH]c(C)c(C(=O)OCC)c1C	0%	6%	-2%
COc1ccccc1-c1cc(C(=O)N/N=C/c2sccc2C)c2ccccc2n1	3%	4%	6.5µM*
COc1ccc(N(CC(=O)NC(C)c2ccccc2)S(=O)(=O)c2c(C)nn(C)c2C)cc1 (stereo not given)	2%	8%	5%
Cc1c(NC(=O)CSc2ccc(Cl)cc2)cccc1-c1nc2ncccc2o1	-6%	8%	?
CS(=O)(=O)N1CCC(C(=O)N2CCN(c3ccccc3)CC2)CC1	-8%	-2%	-16%
Cc1ccc(Cl)c(OCC(=O)N(C)CC(=O)Nc2ccc(N3CCOCC3)cc2)c1	0%	1%	?
CCc1cc(/C(Cc2ccccn2)=N\Nc2ccccc2)c(O)cc1O	-24%	-8%	?
Cc1cc(C)nc(SCC(=O)c2ccc(F)c(C)c2)n1	2%	-9%	-8%
COc1ccc(C)cc1-n1c(-c2ccncc2)n[nH]c1=S	3%	-3%	0%
Cc1c(Nc2nc(C(F)(F)F)nc3ccccc23)c(=O)n(-c2ccccc2)n1C	12%	9%	-1%
CSc1nc(N(C)C)c2ccccc2n1	0%	3%	-13%
COc1cccc(NC(=O)COC(=O)COc2ccccc2[N+](=O)[O-])c1	-2%	-8%	-1%
COc1ccc(C(=O)Nc2ccc3c(c2)OCCO3)cc1	-1%	-4%	-28%
COc1ccc(C(C)=O)cc1CS(=O)(=O)CC(=O)NCCc1c[nH]c2ccccc12	-8%	-3%	2%
CCCCCc1cc(=O)oc2c(C(CCN3CCN(c4ccccc4)CC3)c3ccc4c(c3)OCO4)c(OC)cc(OC)c12 (stereo not given)	-3%	-9%	26µM*
COCCCn1cc(C(=O)c2cc(OC)ccc2OCC(=O)Nc2cc(C)on2)cc(C#N)c1=O	1%	5%	-29%
COC(=O)c1ccc(CNC(=O)COC(=O)/C=C/c2ccc(OC)c(OC)c2)cc1	-7%	-20%	-10%
c1ccc(-n2cnnc2SCc2cn3ccsc3n2)cc1	-1%	6%	-10%
Cc1nn(Cc2ccccc2)c(C)c1C(=O)OCC(=O)c1cc(C)n(CC(F)(F)F)c1C	-6%	-2%	26µM*
N#C/C(=N\Nc1cccc(C(F)(F)F)c1)C(=O)c1csc(-c2cccnc2)n1	-9%	-3%	16µM*
CCc1ccc(CNC(=O)C2CCCN(S(=O)(=O)c3ccc4c(ccn4C)c3)C2)cc1 (stereo not given)	-2%	13%	21µM*
COc1ccc(Nc2nc(-c3cccc([N+](=O)[O-])c3)nc3ccccc23)cc1	-18%	-16%	?
O/N=C/c1ccccc1Oc1ccc(Cl)cc1	-10%	-19%	?
CC1(C)CC(=O)C(C2=NC3(CCCCCC3)Cc3ccccc32)=C(O)C1	-8%	-5%	?
O=C(Nc1cccc(-c2cn3c(n2)SCC3)c1)c1ccc(Br)o1	-13%	-17%	?
COc1ccccc1CCn1c(=O)c(-c2cccc(Cl)c2)nc2cncnc21	-16%	nt	?
CCN1CCCC1CNC(=O)c1ccc2c(c1)NC(=O)/C(=C\c1ccc(OC)c(OC)c1)S2 (stereo not given)	-9%	?	?

Nothing new here: an excerpt of the list.
SMILES	GCN5L2 inh	FEN1 inhibitor	TDP1 cell CPT
COc1cccc(NC(=O)COC(=O)COc2ccccc2[N+](=O)[O-])c1	-2%	-8%	-1%
COc1ccc(C(=O)Nc2ccc3c(c2)OCCO3)cc1	-1%	-4%	-28%
COc1ccc(C(C)=O)cc1CS(=O)(=O)CC(=O)NCCc1c[nH]c2ccccc12	-8%	-3%	2%
CCCCCc1cc(=O)oc2c(C(CCN3CCN(c4ccccc4)CC3)c3ccc4c(c3)OCO4)c(OC)cc(OC)c12 (stereo not given)	-3%	-9%	26µM*
COCCCn1cc(C(=O)c2cc(OC)ccc2OCC(=O)Nc2cc(C)on2)cc(C#N)c1=O	1%	5%	-29%
COC(=O)c1ccc(CNC(=O)COC(=O)/C=C/c2ccc(OC)c(OC)c2)cc1	-7%	-20%	-10%
c1ccc(-n2cnnc2SCc2cn3ccsc3n2)cc1	-1%	6%	-10%
Cc1nn(Cc2ccccc2)c(C)c1C(=O)OCC(=O)c1cc(C)n(CC(F)(F)F)c1C	-6%	-2%	26µM*
N#C/C(=N\Nc1cccc(C(F)(F)F)c1)C(=O)c1csc(-c2cccnc2)n1	-9%	-3%	16µM*
CCc1ccc(CNC(=O)C2CCCN(S(=O)(=O)c3ccc4c(ccn4C)c3)C2)cc1 (stereo not given)	-2%	13%	21µM*
COc1ccc(Nc2nc(-c3cccc([N+](=O)[O-])c3)nc3ccccc23)cc1	-18%	-16%	?
O/N=C/c1ccccc1Oc1ccc(Cl)cc1	-10%	-19%	?
CC1(C)CC(=O)C(C2=NC3(CCCCCC3)Cc3ccccc32)=C(O)C1	-8%	-5%	?
O=C(Nc1cccc(-c2cn3c(n2)SCC3)c1)c1ccc(Br)o1	-13%	-17%	?
COc1ccccc1CCn1c(=O)c(-c2cccc(Cl)c2)nc2cncnc21	-16%	nt	?
CCN1CCCC1CNC(=O)c1ccc2c(c1)NC(=O)/C(=C\c1ccc(OC)c(OC)c1)S2 (stereo not given)	-9%	?	?

(next part)
SMILES	GCN5L2 inh	FEN1 inhibitor	TDP1 cell CPT
COc1ccc(C)cc1NC(=O)CNC(=O)c1sc2ccccc2c1Cl	3%	-5%	?
O=C(NCc1nc2ccccc2[nH]1)c1ccc(S(=O)(=O)N2CCOCC2)cc1	-4%	-2%	-13%
O=C(ONC1=NCCCCC1)c1c(F)cccc1F	-9%	2%	16µM*
CC1=C(C(=O)OC2CCCCC2)C(c2ccc(N(C)C)cc2)NC(=O)N1 (stereo not given)	-2%	0%	?
O=C1OC2CCC1(c1ccccc1)C2 (stereo not given)	-6%	-4%	-3%
Cc1onc(-c2ccccc2)c1C(=O)N1CCN(c2ncccn2)CC1	4%	-7%	-15%
O=[N+]([O-])c1ccc(N2CCOCC2)cc1NCc1ccccc1	1%	-2%	?
O=C(O)[C@H]1CCCC[C@H]1C(=O)Nc1cc([N+](=O)[O-])ccc1F	-4%	2%	-3%
CC/C=C1/N=C2C(=O)N(C)C(=O)N=C2N(C)N1	nt	-11%	0.089µM*
Cn1nc(C(=O)OCC(=O)N2CCc3ccccc32)c2ccccc2c1=O	?	-5%	-6%
Cc1ccc(OCC(=O)Nc2ccccc2C(=O)OCc2cc(=O)n3nc(C4CC4)sc3n2)cc1	-6%	-3%	7.3µM*
COc1ccc(C)cc1NC(=O)CN1CCCC1c1ccc2c(c1)OCCCO2 (stereo not given)	-1%	-14%	?
CCc1ccc(C(=O)Nc2ccc(OC)c(S(=O)(=O)N3CCCCC3)c2)cc1	2%	-20%	?
COc1ccc(COc2ccc(C3C(S(=O)(=O)c4ccccc4)CON3C)cc2OC)cc1 (stereo not given)	0%	-4%	-10%
O=C(COc1coc(CN2CCCc3ccccc32)cc1=O)Nc1ccc([N+](=O)[O-])cc1	3%	-6%	-9%
CC(C)CSc1nnc2c3ccccc3n(C)c2n1	4%	3%	-10%
Cc1nc(N)nc(N)c1CCCc1ccc(Cl)c(Cl)c1	nt	-1%	10µM*
O=C(NC(=S)NC1CC1)c1cccnc1	?	2%	-1%
CSc1ccc(CN(C)CC(=O)NCCc2ccccc2)cc1	-2%	3%	-1%
CC1(C)CC2CC(C)(CN2C(=O)c2ccccc2)C1 (stereo not given)	-1%	19%	16µM*
CN(Cc1ccccc1)C(=O)CCC1CCN(S(C)(=O)=O)CC1	-10%	9%	36%[activator]
CCOc1ccccc1C(=O)NCC(=O)NNC(=O)CN(C)S(=O)(=O)c1ccc(Cl)cc1	-10%	-2%	21µM*
CCOC(=O)C1CCN(S(=O)(=O)c2ccc3[nH]c(=O)c(=O)[nH]c3c2)CC1	-7%	4%	5%
Cc1ccc2oc(=O)c(/C=C(\O)c3sc(C)nc3C)nc2c1	28%	-5%	?
Cn1c(=O)c2c(nc(NC3CCCCC3)n2Cc2ccccc2)n(C)c1=O	-2%	13%	?
Nc1nn(-c2ccccc2)c(N)c1N=Nc1ccccc1F	-5%	-6%	9.2µM*
CC(C)(C)c1ccc(OC(=O)Cn2c(C(F)(F)F)nc3ccccc32)cc1	19%	-16%	-6%
CC(=O)Nc1ccc(OC(F)(F)C(F)F)c(NC(C)=O)c1	0%	-6%	-7%
Cc1ccc(NC(=O)CCNS(=O)(=O)c2ccc3c(c2)CCCC(=O)N3)cc1	1%	4%	nt
COc1cccc(C(=O)N(c2ccc(C)cc2)C2C=CS(=O)(=O)C2)c1 (stereo not given)	0%	5%	-7%
COc1ccc(NC(=O)c2ccc(Cl)c(S(=O)(=O)N3CC(C)OC(C)C3)c2)cn1 (stereo not given)	-2%	1%	?
CCOC(=O)C1=C(C)N(CCCC(=O)O)C(=O)NC1c1ccc(Cl)cc1 (stereo not given)	1%	1%	0%
NC(=O)CC(NC(=O)Cc1cccc2ccccc12)c1ccc(N2CCC(Cc3ccccc3)CC2)c([N+](=O)[O-])c1 (stereo not given)	-9%	-4%	-29%
O=C1/C(=C\c2cccnc2)SC(=S)N1C1CCS(=O)(=O)C1 (stereo not given)	-23%	10%	3.7µM*
O=C(NC(n1ccc(=O)[nH]c1=O)C(Cl)(Cl)Cl)C12CC3CC(CC(C3)C1)C2 (stereo not given)	-4%	-3%	-13%
CCN(CC)CCN(Cc1cc2cc3c(cc2[nH]c1=O)OCO3)C(=S)NCC1CCCO1 (stereo not given)	-1%	-1%	6%
COC(=O)[C@@H]1Cc2c([nH]c3ccccc23)C2CCC(=O)N21 (stereo not given in full)	-3%	-30%	-6%
Nc1ncnc(SCc2c(F)cccc2Cl)n1	-6%	-4%	-12%
COc1ccc(-n2c3c(c(=O)[nH]c2=O)C(NC(=O)c2ccncc2)(C(F)(F)F)C(=O)N3)cc1 (stereo not given)	-5%	19%	0%
C/C(=N/NC(=O)c1cccc(C)c1)c1c(O)cc(C)oc1=O	-7%	-4%	?
CC(=O)N1c2ccc(S(=O)(=O)NCCC(=O)N(C)Cc3ccccc3)cc2CC1C (stereo not given)	1%&1%	0%&10%	?
CCC(C)N1C(=O)S/C(=C/c2ccc(N3CCOCC3)cc2C)C1=O (stereo not given)	-4%	-8%	21µM*
COC(=O)Nc1ccc2ncn(C)c(=O)c2c1	0%	18%	7%
Cc1ccc(S(=O)(=O)N2CCN(c3nc4ccccc4nc3-n3nc(C)cc3C)CC2)cc1	0%	-7%	?
CS(=O)(=O)Nc1cccc(-c2nccc(Nc3ccc(F)cc3)n2)c1	?	nt	?
CCNc1ncnc2[nH]ncc12	nt	6%	6%
